# From PubChem
# NPR2 activator: GC-B (human) receptor activation | P20594 | activation, % at 10 µM | actives 0.11% (n = 370,000) | HEK293-GC-B cells, CNP EC30, cGMP TR-FRET; 0% at EC30 CNP, 100% saturating CNP;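 active means activation at 10 µM reaching about 35% in either raw or pattern-adjusted values, limit read from the data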
# ADAM10 inh: ADAM10 inhibition, QFRET primary screen; actives 0.62% (n = 370,000); inhibition, % at 7 µM; recombinant ADAM10, EDANS/DABCYL FRET peptide cleavage, 3 h;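 active means inhibition above a per-campaign cutoff equal to the mean of compounds falling between control-based bounds plus 3 SD, cut at about 20% in these data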;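 further: 0% = DMSO wells while the 100% control is not disclosed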
# Target sequence (O14672 214-748 limits assumed): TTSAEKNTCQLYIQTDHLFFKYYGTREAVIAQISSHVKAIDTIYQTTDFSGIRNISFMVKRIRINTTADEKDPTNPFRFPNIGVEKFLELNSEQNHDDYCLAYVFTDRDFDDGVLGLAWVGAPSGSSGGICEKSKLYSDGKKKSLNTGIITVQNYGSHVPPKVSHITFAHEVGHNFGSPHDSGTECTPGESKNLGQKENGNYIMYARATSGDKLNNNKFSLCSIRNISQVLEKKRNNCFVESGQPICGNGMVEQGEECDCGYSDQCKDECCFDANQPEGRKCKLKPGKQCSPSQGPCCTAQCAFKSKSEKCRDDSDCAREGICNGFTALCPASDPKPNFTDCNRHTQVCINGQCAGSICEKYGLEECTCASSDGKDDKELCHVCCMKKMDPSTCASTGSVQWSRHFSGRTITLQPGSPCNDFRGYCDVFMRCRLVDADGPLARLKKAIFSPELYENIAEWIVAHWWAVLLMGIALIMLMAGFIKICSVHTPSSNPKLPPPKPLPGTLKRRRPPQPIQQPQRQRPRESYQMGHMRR
# FXN GAA850 act: activators of GAA850 frataxin (FXN) promoter | actives 0.56% (n = 360,000) | AID 540364 | activation, % at 6 µM | HEK293 lucGAA850 FXN promoter luciferase reporter, 24 h; percent of 10 µM SAHA response;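 active means activation above the average of all compounds screened plus 3 SD, cutoff fixed separately per campaign, cut at about 7.5% in these data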;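 further: 0% = DMSO wells and 100% = 10 µM SAHA wells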
# ssDAF-12 act: activates DAF-12 receptor from parasite S. stercoralis; activation, % at 6.8 µM; HEK293 ssDAF-12/GRIP1 lit1-tk-luc reporter, luminescence; % of 3 µM dafachronic acid response; actives 1% (n = 370,000); AID 652126;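 active means activation above the mean over all tested compounds plus 3 SD, cut at about 0.9% in these data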;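 further: 0% = DMSO-only wells and 100% = 3 µM delta7-dafachronic acid wells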
# NPR1 activator: GC-A (human) enzyme activation. P16066. HEK293 GC-A cells, cGMP TR-FRET, EC30 ANP; 0% at EC30 ANP, 100% saturating ANP. activation, % at 10 µM. actives 0.14% (n = 370,000). AID 1671463; in the data active means activation above about 40%
# hcDAF-12 act: H. contortus DAF-12 activation, primary screen; HEK293 hcDAF-12 lit1-tk-luc reporter, luminescence; 0% DMSO, 100% Δ7-dafachronic acid; activation, % at 6.8 µM; actives 1.4% (n = 370,000);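 active means activation above the mean of all tested compounds plus 3 SD, cut at about 5.5% in these data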;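 further: 100% = response to 3 µM Δ7-dafachronic acid high control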
# SMARCA2 activ: increases SMARCA2 function in MMTV reporter cells | MG213 cells, MMTV-luciferase reporter, dexamethasone, overnight | activation, % at 9.1 µM | actives 1% (n = 370,000); in the data active means activation above about 7.8%;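 further: 0% = vehicle wells and 100% = reference activator wells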
# hgDAF-12 ag: hgDAF-12 agonism, primary luciferase screen; HEK293 GAL4-hgDAF12 UAS-luciferase reporter, agonist luminescence; normalized to butyrate control; AID 687014; activation, % at 6.8 µM; actives 1.8% (n = 370,000);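 active means activation above a cutoff set at the mean of all screened compounds plus 3 SD, cut at about 10% in these data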;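 further: 0% = DMSO wells and 100% = sodium butyrate wells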
# sPLA2-III inh: Blocks human group III sPLA2 activity | Q9NZ20 | QFRET BODIPY PC-A2 liposome hydrolysis, fluorescence | inhibition, % at 12.2 µM | actives 0.56% (n = 370,000);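 active means inhibition above mean plus 3 SD of compounds lying within the high and low control bounds, cut at about 19% in these data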;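 further: 0% = median of test compound wells and 100% = no enzyme DMSO wells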
# Target sequence (Q9NZ20 whole entry, looked up): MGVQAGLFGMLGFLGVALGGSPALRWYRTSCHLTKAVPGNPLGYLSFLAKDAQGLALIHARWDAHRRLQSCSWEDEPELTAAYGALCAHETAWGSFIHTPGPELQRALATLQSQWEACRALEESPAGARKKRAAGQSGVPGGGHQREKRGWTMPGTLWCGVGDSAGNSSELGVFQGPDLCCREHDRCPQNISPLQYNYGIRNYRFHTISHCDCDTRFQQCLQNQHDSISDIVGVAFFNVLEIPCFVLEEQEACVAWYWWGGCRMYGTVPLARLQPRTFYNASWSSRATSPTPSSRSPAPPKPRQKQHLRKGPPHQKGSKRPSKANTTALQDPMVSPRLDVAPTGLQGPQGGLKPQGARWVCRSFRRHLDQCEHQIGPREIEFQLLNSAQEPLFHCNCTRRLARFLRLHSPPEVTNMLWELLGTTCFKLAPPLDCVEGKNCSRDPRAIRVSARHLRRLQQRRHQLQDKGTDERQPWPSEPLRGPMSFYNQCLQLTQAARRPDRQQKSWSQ
# DAX1 inh-1: DAX1 (NR0B1) inhibition, primary screen; HEK293T StAR-luciferase reporter, SF-1/DAX-1 repression relief; inhibition, % at 6.8 µM; actives 1.1% (n = 370,000); AID 652010;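 active means inhibition above the mean over all tested compounds plus 3 SD, cut at about 3.6% in these data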;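 further: 0% = DAX-1 cells with DMSO and 100% = cells lacking DAX-1 with DMSO; higher inhibition means more luminescence from relief of DAX-1 repression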
# DAX1 inh-2: inhibits human nuclear receptor DAX1; HEK293 Gal4-DAX1 luciferase reporter, luminescence; P51843; inhibition, % at 6.75 µM; actives 0.99% (n = 340,000); AID 504766;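 active means inhibition above the mean over all tested compounds plus 3 SD, cut at about 4.2% in these data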;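 further: 0% = DAX1-transfected cells with DMSO and 100% = empty-vector control cells with DMSO; inhibition shows as a rise in luminescence from relieved DAX1 repression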
# * marks the source's active call; other numbers are inactive results; i = inactive; . = no result given; & = joins results of further samples.
SMILES,NPR2 activator,ADAM10 inh,FXN GAA850 act,ssDAF-12 act,NPR1 activator,hcDAF-12 act,SMARCA2 activ,hgDAF-12 ag,sPLA2-III inh,DAX1 inh-1,DAX1 inh-2
Cc1ccc(C(=O)NC2CCCCCCC2)cc1S(=O)(=O)N1CCOCC1,2,-5,6.3,-0.6,-2,0.1,2,3.5,4,2.9,2.0
CC(C)CCOCC1CC2(CC(C)(c3csc(N)n3)OC2=O)C(=O)O1 (centres undefined),-2,-8,2.9,-1.0,9,-0.4,0,-1.2,5,-0.2,0.5
COc1cccc(-c2nn(-c3ccc(C)cc3)cc2C(=O)NCC2CCCO2)c1 (centres undefined),7,3,3.6,-0.3,1,-0.3,0,-0.4,-6,3.3,0.1
CC(C)c1nc(SCC(=O)c2ccc(F)cc2)c2ccccc2n1,-1,12,0.7,-2.0,6,-2.9,-3,2.4,-41,-2.4,-2.7
CCCCCCCCC#Cc1nc(C)ccc1OC,3,-8,1.7,-0.5,-2,5.4,-2,-0.9,2,1.7,-0.5
COC(C#CCCN(C)C)(c1ccccc1)c1ccccc1,-7,-4,3.1,-0.9,-4,0.5,-1,1.1,-9,0.4,0.1
C=CCNc1nc2ccccc2nc1NS(=O)(=O)c1ccc(Cl)cc1,4,-52,0.1,-0.8,2,-1.5,-4,-2.1,-23,-0.4,-0.1
CCOC(=O)CNC(=O)c1sc(NC(=O)c2ccccc2)nc1C,-1,1,-3.7,-1.2,14,-0.9,0,-0.6,5,1.7,0.7
Cc1ccc(NC(=O)c2cc(C(=O)c3cc(Cl)ccc3O)cn(-c3ccc(C)cc3)c2=O)cc1,-1,4,0.8,-0.3,0,0.7,-1,-0.1,-21,0.0,0.0
Cc1c(-c2ccccc2)nc(N)c(C#N)c1-c1cccs1,6,-1,8.4*,-1.3,6,-0.8,-3,0.0,5,0.4,0.2
COC(=O)C[C@H]1CC[C@H]2[C@H](COc3ccc(NC(=O)C4CC4)cc3C(=O)N2C)O1,-4,-1,.,-1.5,5,0.2,0,1.6,-1,1.7,.
CC(=O)N(/N=C1\Sc2ccccc2C1=O)c1ccccc1,-1,2,3.5,0.5,0,2.9,5,9.8,0,1.9,2.0
COc1ccc(CN(C(=O)c2snc(C(N)=O)c2N)C(C)C(=O)NCc2ccc(F)cc2)cc1 (centres undefined),0,-147,-1.0,-1.2,-2,-0.9,-1,-0.5,-9,0.2,2.0
O=C(COC(=O)c1ccccc1Cl)Nc1ccc2[nH]c(=O)[nH]c2c1,-3,0,0.3,-0.3,4,-2.4,-1,-1.2,7,-0.2,0.1
COc1ccc(NC(=O)Cc2nnc(SCC(=O)c3ccccc3)n2C)cc1,1,-2,0.8,-0.8,-1,-0.4,-2,1.3,-11,-0.1,-1.9

# Three of the entries above in order of the ssDAF-12 act value, falling:
canonical_smiles	ssDAF-12 act
Cc1ccc(C(=O)NC2CCCCCCC2)cc1S(=O)(=O)N1CCOCC1	-0.6
CC(C)CCOCC1CC2(CC(C)(c3csc(N)n3)OC2=O)C(=O)O1 (centres undefined)	-1.0
COC(=O)C[C@H]1CC[C@H]2[C@H](COc3ccc(NC(=O)C4CC4)cc3C(=O)N2C)O1	-1.5

# (list continues)
SMILES,NPR2 activator,ADAM10 inh,FXN GAA850 act,ssDAF-12 act,NPR1 activator,hcDAF-12 act,SMARCA2 activ,hgDAF-12 ag,sPLA2-III inh,DAX1 inh-1,DAX1 inh-2
CC(=O)c1cc2c(cc1NC(=O)CN1Cc3ccccc3C1=O)OCO2,0,-17,0.9,-0.6,-2,-0.3,-3,-1.3,3,-1.5,-0.1
O=C(NC(=S)Nc1cccc(S(=O)(=O)NC2=NCCC2)c1)c1cc(-c2ccco2)nc2ccccc12,-4,-201,-1.3,0.5,0,5.2,3,-0.2,-13,0.8,2.1
C[C@H](O)[C@@H]1C(=O)N2CCc3c([nH]c4cccc(-c5ccccc5)c34)[C@@H]2C[C@@H]1N(C)C(=O)OCc1ccccc1,0,i,.,-1.2,-7,-1.4,0,2.2,-31,0.3,.
O=C(O)c1c[nH]c(=S)n1-c1ccc(F)cc1,9,1,-0.3,-1.5,4,-0.8,1,-2.6,2,-0.5,-0.2
COC(=O)CCS(=O)(=O)c1ccc(Cl)c(Cl)c1,1,-3,.,-0.9,-1,-0.3,-3,0.6,-2,-0.1,.
NC(=O)C1=C[C@H](c2ccc(Br)cc2)C[C@H](OCc2ccc(CO)cc2)O1,-6,3,2.3,-0.6,-4,1.5,7,2.2,-11,0.1,1.5
NC(N)=N/N=C/c1ccc(Cl)cc1Cl,-12,0,-0.3,-1.0,-20,-2.5,-3,1.4,-2,0.0,2.0
CCc1nc2ccccc2nc1N1CCN(S(=O)(=O)c2ccc(Cl)cc2)CC1,-4,3,0.8,-1.1,-3,-0.2,9.4*,-2.2,-5,-0.3,1.1
Cc1ncc([N+](=O)[O-])n1CCOC(=O)NC(Nc1ccc(F)cc1)C(Cl)(Cl)Cl (centres undefined),-11,13,-1.0,-0.5,-11,-0.4,4,9.5,3,0.7,0.8
Clc1ccc(-n2nnnc2-c2cnc3ccccc3c2-c2ccccc2)cc1,-23,8,0.3,-1.2,-25,-0.7,-1,-2.1,-6,0.8,0.3
Cc1ccc(Nc2nc(-c3ccccc3)cs2)nc1,-5,1,0.7,1.9*,9,19*,0,13*,-2,3.7*,-1.3
c1ccc(Oc2cc(-n3cncn3)ncn2)cc1,2,1,2.9,-1.2,0,1.2,4,4.6,-3,-0.2,1.0
c1ccc(-c2cncnc2)cc1,5,0,0.4,-1.3,0,-0.8,2,2.5,1,0.2,1.0
O=C(N1CCOCC1)N(Cc1ccco1)CC1CCCO1 (centres undefined),3,3,1.3,-1.3,1,0.0,1,2.3,8,0.6,-0.2
Cn1c(SCC(=O)NCc2ccc3c(c2)OCO3)ncc(C(=O)Nc2ccc(F)cc2)c1=O,-1,-8,0.2,0.4,18,3.6,-1,1.4,8,1.5,1.2
O=C(Nc1cc(S(=O)(=O)N2CCOCC2)ccc1N1CCCCC1)c1cc(-c2ccccn2)nc2ccccc12,15,-6,1.4,-2.1,9,-1.8,-1,-0.7,3,-0.8,0.5
C=C(C)CNC(=S)N1CCN(C(c2ccccc2)c2ccccc2)CC1,-6,-5,-0.4,-1.7,-2,-0.5,-7,1.0,0,0.5,-1.3
O=C(COC(=O)Cn1cnc2ccccc21)NCCc1ccccc1,2,5,1.2,-1.1,2,1.3,-2,1.8,-1,0.0,0.8
O=S1(=O)C=CCN1Cc1cn(Cc2ccccc2)nn1,3,0,.,-1.9,1,0.9,0,2.8,-2,0.7,.
CCC(=O)Nc1ccc2c(c1)nc(CN1CCCCC1)n2C,-3,-7,0.5,-2.0,2,-1.0,-1,3.0,1,1.2,0.7
CCOC(=O)C(=CNc1ccc(C#N)cc1)C(=O)OCC,-1,4,2.8,-1.6,0,-1.3,-1,1.3,2,-0.1,1.5
C=CCOC(=O)C1=C(C)NC(SCC(=O)N(CC)CC)=C(C#N)C1c1ccco1 (centres undefined),9&-1,-4&-3,-0.9&0.7,-0.8&-1.4,4&-1,-0.9&-2.7,3&-2,2.6&-1.9,4&-19,1.5&-1.2,-0.3&-1.7
C=CCN1C(=O)[C@@H](CC(=O)NCCC(C)C)[C@]2(C(=O)OC)CCCCC=C12,-4,3,.,-1.2,2,-1.3,-4,-3.8,4,0.1,.
N#C/C(=C/c1ccc(OC(=O)c2ccc(Br)s2)cc1)c1nc2ccccc2[nH]1,-3,-14,1.1,-0.8,0,-1.3,-2,-0.3,8,0.2,0.5
Cc1cc(C)nc(N/N=C/c2ccc3c(c2)OCCO3)n1,-6,-5,2.3,-1.3,5,1.1,0,0.6,6,0.5,0.2
COC(=O)c1cc(C(=O)OC)n(Cc2ccc(C)cc2)c1C,4,7,1.3,-1.5,-9,-0.8,-5,2.2,10,0.2,-0.7
COc1ccc(-c2nn3cnnc3s2)cc1OC,-5,-32,6.5,-1.5,7,-1.1,1,-1.0,8,0.5,-0.3
NC(=O)c1ccccc1N=Cc1ccc2ccccc2c1,-8,-444,7.3,0.1,-6,11*,-2,14*,3,3.0,1.6
Cc1cc(C)nc(N/N=C/c2sccc2C)n1,-2,-5,3.7,-1.3,-4,-0.1,-2,5.2,5,2.0,1.3
Cc1ccccc1NC(=O)Cc1nc(COC(=O)c2nccnc2N)cs1,5,-450,-3.2,-0.6,0,0.5,-7,1.1,-3,-1.3,-0.5
O=C(Nc1ccc(S(=O)(=O)N2CCOCC2)cc1)c1ccccc1Br,2,3,0.3,-0.7,1,-0.2,-2,0.2,-3,-0.7,-0.6
O=C(NCCCn1ccnc1)c1cn(-c2ccccc2)nc1-c1ccccc1,2,7,1.9,-1.5,2,-1.3,0,2.1,-16,0.6,0.5
CN(CCC1CCCCO1)C(=O)c1cc(COc2ccc(F)cc2F)on1 (centres undefined),-1,-10,0.7,0.3,4,-1.6,-1,-1.7,-6,-1.0,1.3
Cc1cc(C)c(NC(=O)CN2C(=O)NC3(CCc4ccccc43)C2=O)c(Cl)c1 (centres undefined),0,-2,2.2,-1.4,1,-0.2,-3,-3.9,4,0.8,0.4
CC(=O)N1CCCN(C(=O)c2cc(COc3c(F)cccc3F)on2)CC1,-2,-1,0.0,-1.1,2,0.2,-1,0.6,1,-0.7,0.5
COC(=O)Cc1c(C)nc2nc(Cc3ccccc3)[nH]n2c1=O,2,-5,1.4,-0.6,2,1.1,0,0.9,4,-0.1,0.2
C=CCOC(=O)N1CCN(C(=O)c2ccc3nc(C)n(C4CCCC4)c3c2)CC1,-11,1,.,-1.5,-3,-1.1,-2,0.6,6,0.9,.
Cc1ccccc1N(C(=O)CNC(=O)c1cccs1)C(C(=O)NC1CCCC1)c1ccncc1 (centres undefined),5,-3,1.6,-1.3,3,-2.2,-5,-2.0,8,-0.1,3.0
CC(Oc1ccccc1Cl)C(=O)Nc1ccc(S(=O)(=O)N2CCN(C)CC2)cc1 (centres undefined),-1,-10,5.2,-0.6,-3,0.4,2,8.8,0,0.8,-0.5
CCC(Sc1nc(C)cc(C)n1)C(=O)NC1=NN=C(c2ccc(C)cc2)CS1 (centres undefined),4,9,-0.1,0.0,7,0.2,-4,1.7,-27,-0.5,0.8
CN(C(=O)c1cc([N+](=O)[O-])ccc1NCc1cccnc1)c1ccccc1,0,-5,-0.2,-1.5,-4,-2.6,-1,1.5,-2,-0.3,1.6
COc1cccc(C(=O)n2ccc3ccc(-c4ccc5ccn(Cc6ccccc6)c5c4)cc32)c1,-5,-24,.,-0.9,-1,-2.5,-2,0.0,0,0.4,.
Cc1c(-c2ccccc2)oc2c(C(=O)OCC(=O)Nc3ccc(C(N)=O)cc3)cccc2c1=O,-2,6,1.5,-1.3,-9,0.4,1,-1.5,10,-0.2,1.5
COc1ccc(/C=C/C(=O)NCCCN2CCOCC2)cc1,6,4,0.1,-1.3,2,-1.1,3,-0.5,-1,0.1,0.7
O=C(COC(=O)c1ccc(Cl)nc1)NCc1ccc2c(c1)OCO2,-2,2,0.6,-2.0,-2,-0.2,-2,-1.7,-3,-0.7,0.2
